HRas wt GTP = modulators of GTP binding to HRas wildtype, primary screen, biochemical, bead-based flow cytometry, multiplex; GTPase HRas (Homo sapiens), P01112; GST-Ras wt beads, Bodipy-FL-GTP binding; actives lie on both sides; GTP binding activity, % at 10 µM; 0.14% of 190,000 active; AID 759, 2007;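 active = GTP binding activity at least 20% away from the 100% baseline, either lowered as inhibitor or raised as activator; inconclusive = flagged as likely green fluorescent, judged across all proteins in the well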;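 note: 0% = unlabeled GTP competition control and 100% = no-compound control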
Target sequence (P01112 whole entry, looked up): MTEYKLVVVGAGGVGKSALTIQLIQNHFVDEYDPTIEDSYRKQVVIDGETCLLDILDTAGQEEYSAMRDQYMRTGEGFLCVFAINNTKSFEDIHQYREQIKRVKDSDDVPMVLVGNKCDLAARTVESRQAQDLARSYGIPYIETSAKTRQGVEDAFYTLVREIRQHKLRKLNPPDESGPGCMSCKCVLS
Rac1 wt GTP bind = wildtype Rac1 GTP binding modulators, primary screen, biochemical, GST-Rac1 beads, flow cytometry, multiplex | 0.27% of 190,000 active | GTP binding activity (% of control), % at 10 µM | Ras-related C3 botulinum toxin substrate 1 (Homo sapiens), P63000 | fluorescent GTP binding; actives lie on both sides; 0 = cold GTP competed, 100 = untreated;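 active = GTP binding activity at least 20 points away from the 100% control level, either lower or higher; inconclusive = compound flagged as likely green fluorescent, judged across all proteins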
Bim-Bcl-2 = inhibitors of Bim-Bcl-2 binding, primary screen, biochemical, multiplexed, human Bcl-2 family; Apoptosis regulator Bcl-2 (Homo sapiens), P10415; Bead-based flow cytometry, Bim peptide-Bcl-2 binding; inhibition, % at 10 µM; 0.06% of 190,000 active; in the data active = inhibition above about 40%; inconclusive = no clear call, values can overlap the other calls;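 note: 0% = no compound wells with probe peptide and 100% = reference peptide inhibitor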
Target sequence (P10415 whole entry, looked up): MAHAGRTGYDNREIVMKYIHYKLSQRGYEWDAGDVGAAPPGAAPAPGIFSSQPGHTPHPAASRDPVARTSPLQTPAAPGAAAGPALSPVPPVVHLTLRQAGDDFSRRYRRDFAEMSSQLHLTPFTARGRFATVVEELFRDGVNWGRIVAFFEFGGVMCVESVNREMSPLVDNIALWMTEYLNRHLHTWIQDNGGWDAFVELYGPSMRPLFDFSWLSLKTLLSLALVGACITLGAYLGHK
Cdc42 wt GTP = modulators of GTP binding to wildtype Cdc42, primary screen, biochemical, multiplex bead flow cytometry, Bodipy-GTP | 0.2% of 190,000 active | AID 761, 2007 | Cell division control protein 42 homolog (Homo sapiens), P60953 | GST-Cdc42 beads; actives lie on both sides | percent activity (GTP binding), % at 10 µM;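 active = percent activity GTP binding at least 20 points away from the 100% baseline, either down as inhibitor or up as activator; inconclusive = compound flagged as likely green fluorescent from well-wide comparison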;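 note: median bead fluorescence of bound Bodipy-FL-GTP at 100 nM; 0% = excess unlabeled GTP control and 100% = no compound control; below 100% means less GTP binding so inhibitor and above means activator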
Target sequence (P60953 whole entry, looked up): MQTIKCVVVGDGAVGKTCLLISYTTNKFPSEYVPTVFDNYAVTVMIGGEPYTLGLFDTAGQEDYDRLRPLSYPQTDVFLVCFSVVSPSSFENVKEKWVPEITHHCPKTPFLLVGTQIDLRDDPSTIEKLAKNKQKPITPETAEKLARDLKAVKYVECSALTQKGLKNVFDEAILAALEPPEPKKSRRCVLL
Rab7 wt GTP bind = modulators of GTP binding to Rab7, primary screen, biochemical, wildtype, multiplex bead flow cytometry. Rab7 GTPase wild type (dog), Bodipy-FL-GTP binding. GST-Rab7 beads, fluorescent GTP binding; actives lie on both sides; untreated = 100%, excess cold GTP = 0%. GTP binding activity (percent of control), % at 10 µM. 0.055% of 190,000 active. AID 758, 2007;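 active = fluorescent GTP binding to Rab7 beads changed by at least 20 points from the 100% baseline, either direction, mostly lower; inconclusive = compound itself probably fluorescent, or too few beads counted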;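 note: median green fluorescence of bound Bodipy-FL-GTP per Rab7 bead population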
Bcl-W Bim block = inhibitors of Bim binding to Bcl-W, primary screen, biochemical, multiplexed, bead-based flow cytometry. Bcl-2-like protein 2 (Homo sapiens), Q92843. Bim peptide-Bcl-W binding. inhibition, % at 10 µM. 0.02% of 190,000 active;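 note: 0% = bound tracer without compound and 100% = peptide blocker; higher means less fluorescent Bim peptide bound to Bcl-W beads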
Target sequence (Q92843 whole entry, looked up): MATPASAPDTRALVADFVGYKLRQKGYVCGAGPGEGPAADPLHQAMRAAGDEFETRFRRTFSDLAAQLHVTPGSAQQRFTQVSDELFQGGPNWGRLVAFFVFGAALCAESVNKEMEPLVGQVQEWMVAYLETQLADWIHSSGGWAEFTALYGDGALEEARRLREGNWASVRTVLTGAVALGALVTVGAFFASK
Bcl-XL Bim block = inhibitors of Bim-Bcl-XL binding, primary screen, biochemical, multiplexed, bead flow cytometry, human Bcl-XL; Bim peptide-Bcl-XL binding, fluorescence; 0.04% of 190,000 active; Bcl-2-like protein 1 (Homo sapiens), Q07817; inhibition, % at 10 µM; AID 1007, 2008
Bcl-B Bim block = inhibitors of Bim-Bcl-B binding, primary screen, biochemical, multiplexed, human Bcl-2 family; bead-based flow cytometry, Bim peptide-Bcl-B binding; inhibition, % at 10 µM; 0.073% of 190,000 active;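 note: 0% = tracer peptide without compound and 100% = reference inhibitor peptide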
Target sequence (Q9HD36 whole entry, looked up): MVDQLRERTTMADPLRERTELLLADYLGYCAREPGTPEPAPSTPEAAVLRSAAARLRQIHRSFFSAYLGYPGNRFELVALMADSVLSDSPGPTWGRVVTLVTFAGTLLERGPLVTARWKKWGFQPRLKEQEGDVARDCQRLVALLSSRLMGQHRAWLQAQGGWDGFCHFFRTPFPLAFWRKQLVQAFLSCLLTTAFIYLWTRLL
Rac1 act GTP bind = GTP binding modulators of activated mutant Rac1, primary screen, biochemical, bead-based flow cytometry, multiplex, fluorescent GTP | Ras-related C3 botulinum toxin substrate 1 (Homo sapiens), P63000 | GST-Rac1 activated beads; actives lie on both sides; 100% means binding = to untreated wells | percent activity (GTP binding), % at 10 µM | 0.11% of 190,000 active;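 active = GTP binding at least 20 percentage points away from the 100% baseline, in either direction, so actives lie on both sides; inconclusive = Compound likely fluorescent itself, or too few beads counted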
Bfl-1 Bim block = inhibitors of Bim binding to Bfl-1, primary screen, biochemical, multiplexed, bead-based flow cytometry; Bcl-2-related protein A1 (Homo sapiens), Q16548; Bim-Bfl-1 binding inhibition; inhibition, % at 10 µM; 0.12% of 190,000 active;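 note: 0% = wells without compound plus tracer and 100% = blocker peptide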
Rab2 wt GTP = modulators of GTP binding to Rab2A wildtype, primary screen, biochemical, dog, bead-based flow cytometry, multiplex; Ras-related protein Rab-2A (Canis lupus familiaris), P61105; GST-Rab2 wt beads, Bodipy-GTP binding; GTP binding activity, % at 10 µM; 0.19% of 190,000 active; AID 760, 2007;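 active = GTP binding activity at least 20 points away from 100%, either lowered or raised; inconclusive = signal likely due to the compound's own green fluorescence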;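 note: 0% = beads with excess unlabeled GTP and 100% = no-compound control corrected for plate trend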
* = called active by the depositor. Cut-off read from the data, not from the text of the source, unless noted: active = inhibition above about 40%. Not a hit list; about 0.62% have a hit in one of these screens.

What do the screens show for `C/C(=N\NC(=O)COc1ccc(C#N)cc1)c1ccc(N2CCOCC2)cc1`?
HRas wt GTP: 97; Rac1 wt GTP bind: 102; Bim-Bcl-2: -2; Cdc42 wt GTP: 100; Rab7 wt GTP bind: 99; Bcl-W Bim block: -1; Bcl-XL Bim block: -2; Bcl-B Bim block: -4; Rac1 act GTP bind: 98; Bfl-1 Bim block: -3; Rab2 wt GTP: 101

How did O=[N+]([O-])c1cccc(CSc2cccc[n+]2[O-])c1 do in these assays?
HRas wt GTP: 100; Rac1 wt GTP bind: 98; Bim-Bcl-2: -1; Cdc42 wt GTP: 97; Rab7 wt GTP bind: 103; Bcl-W Bim block: 0; Bcl-XL Bim block: -1; Bcl-B Bim block: 0; Rac1 act GTP bind: 95; Bfl-1 Bim block: -3; Rab2 wt GTP: 98

What do the screens show for `CCC(=O)Nc1cccc(NC(=O)CSc2nnnn2C2CCCC2)c1`?
HRas wt GTP: 97; Rac1 wt GTP bind: 98; Bim-Bcl-2: -8; Cdc42 wt GTP: 98; Rab7 wt GTP bind: 97; Bcl-W Bim block: -2; Bcl-XL Bim block: -16; Bcl-B Bim block: -6; Rac1 act GTP bind: 97; Bfl-1 Bim block: -10; Rab2 wt GTP: 97

How did CC1CCCCC1NC(=S)Nc1ccc(SC(F)F)cc1 (stereo not given) do in these assays?
HRas wt GTP: 101; Rac1 wt GTP bind: 107; Bim-Bcl-2: -11; Cdc42 wt GTP: 105; Rab7 wt GTP bind: 98; Bcl-W Bim block: -2; Bcl-XL Bim block: -4; Bcl-B Bim block: -6; Rac1 act GTP bind: 100; Bfl-1 Bim block: -13; Rab2 wt GTP: 101

What do the screens show for `Cc1cc(C)c(C#N)c(SCc2c(F)cccc2[N+](=O)[O-])n1`?
HRas wt GTP: 101; Rac1 wt GTP bind: 105; Bim-Bcl-2: -2; Cdc42 wt GTP: 97; Rab7 wt GTP bind: 99; Bcl-W Bim block: -2; Bcl-XL Bim block: -8; Bcl-B Bim block: -8; Rac1 act GTP bind: 101; Bfl-1 Bim block: -2; Rab2 wt GTP: 99

Results for COc1ccc(S(=O)(=O)N2CCCCCC2)cc1Br ?
HRas wt GTP: 99; Rac1 wt GTP bind: 101; Bim-Bcl-2: -6; Cdc42 wt GTP: 98; Rab7 wt GTP bind: 102; Bcl-W Bim block: -3; Bcl-XL Bim block: -8; Bcl-B Bim block: -2; Rac1 act GTP bind: 94; Bfl-1 Bim block: -11; Rab2 wt GTP: 97

What do the screens show for `Cc1csc(/C(C#N)=N/O)n1`?
HRas wt GTP: 102; Rac1 wt GTP bind: 104; Bim-Bcl-2: 0; Cdc42 wt GTP: 103; Rab7 wt GTP bind: 99; Bcl-W Bim block: -2; Bcl-XL Bim block: -1; Bcl-B Bim block: -5; Rac1 act GTP bind: 103; Bfl-1 Bim block: 0; Rab2 wt GTP: 100

How did COc1ccc(-c2c(C(=O)O)nc3ccccc3c2C(=O)O)cc1 do in these assays?
HRas wt GTP: 107; Rac1 wt GTP bind: 103; Bim-Bcl-2: 0; Cdc42 wt GTP: 106; Rab7 wt GTP bind: 104; Bcl-W Bim block: -3; Bcl-XL Bim block: -5; Bcl-B Bim block: -5; Rac1 act GTP bind: 102; Bfl-1 Bim block: -1; Rab2 wt GTP: 107

Results for COc1ccccc1/C(O)=C(\C#N)c1nc2ccccc2[nH]1 ?
HRas wt GTP: 99; Rac1 wt GTP bind: 106; Bim-Bcl-2: 1; Cdc42 wt GTP: 99; Rab7 wt GTP bind: 101; Bcl-W Bim block: -1; Bcl-XL Bim block: -3; Bcl-B Bim block: -2; Rac1 act GTP bind: 98; Bfl-1 Bim block: -2; Rab2 wt GTP: 102

Results for CCN(CC)CCCN(Cc1cc2ccc(C)c(C)c2[nH]c1=O)C(=O)NC1CCCCC1 ?
HRas wt GTP: 101; Rac1 wt GTP bind: 96; Bim-Bcl-2: 0; Cdc42 wt GTP: 101; Rab7 wt GTP bind: 100; Bcl-W Bim block: -2; Bcl-XL Bim block: 0; Bcl-B Bim block: -2; Rac1 act GTP bind: 97; Bfl-1 Bim block: 0; Rab2 wt GTP: 99

Results for CC1Cc2ccccc2N1C(=O)CSc1ccccc1 (stereo not given) ?
HRas wt GTP: 100; Rac1 wt GTP bind: 102; Bim-Bcl-2: 1; Cdc42 wt GTP: 99; Rab7 wt GTP bind: 99; Bcl-W Bim block: 0; Bcl-XL Bim block: -2; Bcl-B Bim block: 0; Rac1 act GTP bind: 100; Bfl-1 Bim block: 0; Rab2 wt GTP: 100

Results for CC(C)NC(=O)NC(=O)COc1c(F)c(F)cc(F)c1F ?
HRas wt GTP: 101; Rac1 wt GTP bind: 100; Bim-Bcl-2: -7; Cdc42 wt GTP: 101; Rab7 wt GTP bind: 98; Bcl-W Bim block: 0; Bcl-XL Bim block: -3; Bcl-B Bim block: -4; Rac1 act GTP bind: 98; Bfl-1 Bim block: -8; Rab2 wt GTP: 99

What do the screens show for `COC(=O)C1C(O)=C(C=Nc2ccc3ccccc3c2)C(=O)CC1(C)C` (stereo not given)?
HRas wt GTP: 96; Rac1 wt GTP bind: 101; Bim-Bcl-2: -3; Cdc42 wt GTP: 97; Rab7 wt GTP bind: 93; Bcl-W Bim block: -4; Bcl-XL Bim block: 0; Bcl-B Bim block: 0; Rac1 act GTP bind: 95; Bfl-1 Bim block: -5; Rab2 wt GTP: 95

How did O=C(N/N=C/C=C\c1ccco1)c1cccnc1 do in these assays?
HRas wt GTP: 102; Rac1 wt GTP bind: 106; Bim-Bcl-2: -12; Cdc42 wt GTP: 103; Rab7 wt GTP bind: 100; Bcl-W Bim block: 0; Bcl-XL Bim block: -7; Bcl-B Bim block: -10; Rac1 act GTP bind: 99; Bfl-1 Bim block: -15; Rab2 wt GTP: 100

What do the screens show for `CCCc1cc(=O)oc2cc(C)cc(OCC(=O)O)c12`?
HRas wt GTP: 100; Rac1 wt GTP bind: 105; Bim-Bcl-2: -7; Cdc42 wt GTP: 101; Rab7 wt GTP bind: 99; Bcl-W Bim block: -4; Bcl-XL Bim block: -2; Bcl-B Bim block: -2; Rac1 act GTP bind: 98; Bfl-1 Bim block: -6; Rab2 wt GTP: 99

Results for COc1ccc(C2C(C#N)=C(N)Oc3n[nH]c(-c4ccccn4)c32)c(OC)c1OC (stereo not given) ?
HRas wt GTP: 103; Rac1 wt GTP bind: 106; Bim-Bcl-2: 0; Cdc42 wt GTP: 107; Rab7 wt GTP bind: 100; Bcl-W Bim block: -1; Bcl-XL Bim block: -1; Bcl-B Bim block: -9; Rac1 act GTP bind: 99; Bfl-1 Bim block: -4; Rab2 wt GTP: 99

How did Cc1occc1C(=O)NNC(=O)c1nn(C)c(=O)c2ccccc12 do in these assays?
HRas wt GTP: 97; Rac1 wt GTP bind: 101; Bim-Bcl-2: -6; Cdc42 wt GTP: 100; Rab7 wt GTP bind: 99; Bcl-W Bim block: 0; Bcl-XL Bim block: 0; Bcl-B Bim block: 0; Rac1 act GTP bind: 97; Bfl-1 Bim block: -2; Rab2 wt GTP: 98

What do the screens show for `CSc1ccc(-c2ccco2)nn1`?
HRas wt GTP: 97; Rac1 wt GTP bind: 98; Bim-Bcl-2: -3; Cdc42 wt GTP: 100; Rab7 wt GTP bind: 104; Bcl-W Bim block: 0; Bcl-XL Bim block: -2; Bcl-B Bim block: -2; Rac1 act GTP bind: 97; Bfl-1 Bim block: -5; Rab2 wt GTP: 101

What do the screens show for `NC(=O)c1cccnc1Oc1cccc(Cl)c1`?
HRas wt GTP: inconclusive; Rac1 wt GTP bind: inconclusive; Bim-Bcl-2: -7; Cdc42 wt GTP: inconclusive; Rab7 wt GTP bind: inconclusive; Bcl-W Bim block: 1; Bcl-XL Bim block: 0; Bcl-B Bim block: -4; Rac1 act GTP bind: inconclusive; Bfl-1 Bim block: -12; Rab2 wt GTP: inconclusive

What do the screens show for `COc1ccccc1NC(=S)NNC(=O)c1nn(C)c(C)c1Br`?
HRas wt GTP: 102; Rac1 wt GTP bind: 101; Bim-Bcl-2: 0; Cdc42 wt GTP: 99; Rab7 wt GTP bind: 100; Bcl-W Bim block: 0; Bcl-XL Bim block: -2; Bcl-B Bim block: -7; Rac1 act GTP bind: 101; Bfl-1 Bim block: 1; Rab2 wt GTP: 99

How did CO/N=C/c1cccn1-c1nccc(N(C)C)c1C#N do in these assays?
HRas wt GTP: 100; Rac1 wt GTP bind: 104; Bim-Bcl-2: -8; Cdc42 wt GTP: 101; Rab7 wt GTP bind: 103; Bcl-W Bim block: -1; Bcl-XL Bim block: -1; Bcl-B Bim block: -3; Rac1 act GTP bind: 95; Bfl-1 Bim block: -5; Rab2 wt GTP: 99

How did Cc1nn(C(C)C(=O)NCc2ccco2)c(C)c1[N+](=O)[O-] (stereo not given) do in these assays?
HRas wt GTP: 103; Rac1 wt GTP bind: 105; Bim-Bcl-2: 0; Cdc42 wt GTP: 100; Rab7 wt GTP bind: 104; Bcl-W Bim block: 0; Bcl-XL Bim block: 0; Bcl-B Bim block: 1; Rac1 act GTP bind: 101; Bfl-1 Bim block: -2; Rab2 wt GTP: 103

Reprinted at random: two entries already listed, in no set order.
Results for COc1ccc(S(=O)(=O)N2CCCCCC2)cc1Br ?
HRas wt GTP: 99; Rac1 wt GTP bind: 101; Bim-Bcl-2: -6; Cdc42 wt GTP: 98; Rab7 wt GTP bind: 102; Bcl-W Bim block: -3; Bcl-XL Bim block: -8; Bcl-B Bim block: -2; Rac1 act GTP bind: 94; Bfl-1 Bim block: -11; Rab2 wt GTP: 97

What do the screens show for `COc1ccccc1NC(=S)NNC(=O)c1nn(C)c(C)c1Br`?
HRas wt GTP: 102; Rac1 wt GTP bind: 101; Bim-Bcl-2: 0; Cdc42 wt GTP: 99; Rab7 wt GTP bind: 100; Bcl-W Bim block: 0; Bcl-XL Bim block: -2; Bcl-B Bim block: -7; Rac1 act GTP bind: 101; Bfl-1 Bim block: 1; Rab2 wt GTP: 99
